GPR151 activ = human GPR151 activation; PathHunter beta-arrestin GPR151 cells, luminescence; AID 1508602; 650,000 compounds, 1% hits; Q8TDV0; activation, % at 11.2 µM; in the data active = activation above about 4.9%;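 note: 0% = median of compound wells and 100% = cells with positive control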
TEAD-YAP inh = TEAD-YAP interaction inhibition; AID 1259422; 640,000 compounds, 1.4% hits; HEK-TIYL cells, TEAD-Gal4/YAP UAS-luciferase luminescence; inhibition, % at 9.12 µM; in the data active = inhibition above about 32%;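 note: 0% = median of test compound wells and 100% = reference inhibitor wells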
FBW7 act = human FBW7 E3 ligase activation, primary screen; AlphaScreen FBW7–phospho-cyclin E peptide binding, activator screen; normalized activity (activation), % at 26.1 µM; 650,000 compounds, 0.13% hits; AID 1259310; in the data active = normalized activity above about 1.9%;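 note: purified mutant Fbw7 with reduced substrate affinity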
Target sequence (Q969H0 whole entry, looked up): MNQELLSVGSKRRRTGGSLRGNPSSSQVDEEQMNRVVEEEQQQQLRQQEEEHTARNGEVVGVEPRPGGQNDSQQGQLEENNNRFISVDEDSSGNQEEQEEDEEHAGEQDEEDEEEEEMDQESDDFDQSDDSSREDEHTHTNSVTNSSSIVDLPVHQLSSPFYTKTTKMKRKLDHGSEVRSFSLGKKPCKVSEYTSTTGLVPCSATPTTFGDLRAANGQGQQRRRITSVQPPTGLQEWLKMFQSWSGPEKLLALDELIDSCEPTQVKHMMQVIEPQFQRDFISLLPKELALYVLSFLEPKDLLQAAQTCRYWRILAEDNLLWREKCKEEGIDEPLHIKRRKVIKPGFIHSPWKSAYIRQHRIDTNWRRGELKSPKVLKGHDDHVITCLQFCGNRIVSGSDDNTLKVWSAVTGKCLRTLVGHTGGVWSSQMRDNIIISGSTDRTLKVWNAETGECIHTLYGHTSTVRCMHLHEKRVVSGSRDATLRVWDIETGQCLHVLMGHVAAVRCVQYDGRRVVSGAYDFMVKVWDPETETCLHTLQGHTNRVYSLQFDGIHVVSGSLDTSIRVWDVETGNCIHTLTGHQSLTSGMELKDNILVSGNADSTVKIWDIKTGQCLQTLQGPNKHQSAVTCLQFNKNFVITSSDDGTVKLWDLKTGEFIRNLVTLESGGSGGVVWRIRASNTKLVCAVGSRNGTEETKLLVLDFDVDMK
MITF primary = blocks human microphthalmia-associated transcription factor | O75030 | AlphaScreen MITF homodimerization, bead proximity signal | inhibition, % at 2.6 µM | 650,000 compounds, 0.91% hits | AID 1259374; in the data active = inhibition above about 50%;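 note: 0% = vehicle wells with protein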
Numbers without * were called inactive. Rows were taken by chance; about 3.4% have a hit in one of these screens.

SMILES	GPR151 activ	TEAD-YAP inh	FBW7 act	MITF primary
NC(=O)c1c(NC(=O)Cn2cnc3ccccc3c2=O)sc2c1CCCC2	-1.1	-11	-0.1	-4
COC(=O)C1=C(C)N=c2s/c(=C\c3ccccc3Cl)c(=O)n2C1c1ccc(OC(C)=O)cc1 (stereo not given)	1.2	4	0.1	-1
COc1ccc(-n2c(SCC(=O)Nc3ccc(N(C)C)cc3)nc3c(sc(=S)n3-c3ccccc3)c2=O)cc1OC	-0.5	-1	-0.4	-16
Cc1cc(NC(=O)CSCCSCC(=O)Nc2cc(C)on2)no1	-0.2	-7	-0.1	3
O=C(O)COc1ccccc1/C=C1/SC(=S)N(NC(=O)c2ccco2)C1=O	1.6	2	-0.1	12
CCC(CC)NC(=O)c1c(-c2ccccc2Cl)noc1C	-0.7	-6	-0.1	-15
CCCCc1cc(=O)oc2cc(OC(C)C(=O)OCC)c(Cl)cc12 (stereo not given)	-0.2	4	0.1	-73
O=C(Nc1cccc(Oc2ccc3c(c2)C(=O)NC3=O)c1)c1ccc(Br)o1	0.4	10	-0.1	12
CCOC(=O)Cn1c(=O)oc2cc(S(=O)(=O)Nc3cc(C)cc(C)c3)ccc21	0.4	0	-0.1	-6
CCOC(=O)C1=C(N)N(c2ccc(S(N)(=O)=O)cc2)C2=C(C(=O)CC(C)(C)C2)C1c1ccc(F)cc1 (stereo not given)	1.2	13	0.7	8
COc1cc2[nH]cc(C(=O)c3ccc(C)cc3)c(=O)c2cc1OC	0.5	-2	0.2	-2
COc1cccc(C(=O)N/N=C/c2cccs2)c1	0.7	-17	0.1	1
O=C(O)c1nccnc1C(=O)Nc1cc(Cl)ccc1Cl	0.8	4	0.0	18
COc1cccc(C(=O)Nc2nc3c(C)c(Cl)ccc3s2)c1OC	-0.4	-2	-0.1	7
COC(=O)c1c(C)[nH]c(C(=O)OCC(=O)NC(C)(C)C)c1C	1.1	-6	0.0	-6
CCC(=O)Nc1cccc(C(N)=O)c1	-0.6	-3	0.0	8
CC(C)CCCC(C)Nc1ncnc2sccc12 (stereo not given)	2.4	48*	0.4	14
CCCOC(=O)C1=C(C)NC(=O)NC1c1cccc(Cl)c1 (stereo not given)	0.9	-6	-0.1	-2
Cc1cc(C)nc(N2N=C3CCCN4C(=C3C2=N)Sc2ccccc24)n1	0.7	11	0.0	-3
CCN(CC)c1nc2c(c(=O)n(Cc3ccccc3)c(=O)n2C)n1Cc1ccccc1	0.6	-1	-0.1	6
CN(C(=O)c1ccc(=O)n(C)n1)C(c1ccccc1)c1ccccc1	-0.6	7	0.2	5
Cc1cnc(-c2c(C)nn(C)c2C)nc1Nc1ccc(N2CCOCC2)cc1	-1.1	2	-0.1	7
COc1cccc(-c2noc(C3CCCN(S(=O)(=O)c4ccccc4Cl)C3)n2)c1 (stereo not given)	3.8	-10	0.0	2
CC1(C)[C@H]2CC=C(CN3CCc4nnc(CNC(=O)Cc5cccc(F)c5)n4CC3)[C@@H]1C2	1.3	-11	0.0	-4
O=C1NC(=O)c2c(NC(=O)C3CCCO3)cccc21 (stereo not given)	2.0	-5	-0.2	15
CC(C)CCNC(=O)CN1CCN(Cc2ccc(F)cc2)C1=O	0.6	12	0.0	17
COc1ccc(N=c2scc(-c3cccc(OC)c3)n2CCO)cc1	-0.2	6	-0.5	18
NC(=O)c1ccccc1NC(=O)CSc1nc(-c2ccccc2)cc(=O)[nH]1	-0.2	3	-0.3	-4
COc1ccc(C(=O)Nc2ccc(C(=O)OCC(C)C)cc2)cc1	1.6	-6	-0.1	-6
CCOc1ccc(-n2nc3ccc(NC(=S)NC(=O)c4ccc(Cl)cc4)cc3n2)cc1	-0.4	2	0.2	14
COc1ccc(N(CC(=O)NC(C)C)S(=O)(=O)c2ccc(OC)c(OC)c2)cc1	-1.3	0	-0.1	-12
Cc1cccn2c(=O)c3cc(C(=O)NC(c4ccccc4)c4ccccc4)n(C)c3nc12	-0.7	-3	-0.2	4
CC(C)n1c(Nc2cnccn2)nc2c(NCc3ccccc3)ncnc21	0.6	-8	0.0	12
O=[N+]([O-])c1ccc(S(=O)(=O)NCCSCc2cccc(Cl)c2)cc1	-0.2	13	0.2	13
COc1ccc(C2CC(c3cccs3)=NN2c2nc(-c3ccc(S(=O)(=O)N4CCCCC4)cc3)cs2)cc1OC (stereo not given)	0.3	-6	0.5	3
O=C(Nc1ccc2oc(-c3ccc4ccccc4c3)nc2c1)c1cc(Cl)ccc1Cl	-0.5	-11	0.0	-3
CCN(CC(=O)NCC1CCCO1)S(=O)(=O)c1ccc(C)cc1 (stereo not given)	-1.3	1	0.2	5
c1ccc(Nc2cc(Nc3cnccn3)ncn2)cc1	-1.1	-11	-0.1	-10
CCOC(=O)c1c(-c2ccccc2)csc1/N=C/c1nc(-c2ccco2)oc1O	1.3	6	1.8	8
O=C(Nc1nnc(COc2ccccc2)o1)C1c2ccccc2Oc2ccccc21	-0.3	1	-0.1	0

Record cards, as listed above. Values in the order: GPR151 activ | TEAD-YAP inh | FBW7 act | MITF primary
CCOC(=O)c1c(-c2ccccc2)csc1/N=C/c1nc(-c2ccco2)oc1O in the list: 1.3 | 6 | 1.8 | 8
O=C(Nc1nnc(COc2ccccc2)o1)C1c2ccccc2Oc2ccccc21 in the list: -0.3 | 1 | -0.1 | 0
COc1ccc(N=c2scc(-c3cccc(OC)c3)n2CCO)cc1 in the list: -0.2 | 6 | -0.5 | 18

In the list so far, two have a COOH group:
SMILES	GPR151 activ	TEAD-YAP inh	FBW7 act	MITF primary
O=C(O)COc1ccccc1/C=C1/SC(=S)N(NC(=O)c2ccco2)C1=O	1.6	2	-0.1	12
O=C(O)c1nccnc1C(=O)Nc1cc(Cl)ccc1Cl	0.8	4	0.0	18

More compounds.
SMILES	GPR151 activ	TEAD-YAP inh	FBW7 act	MITF primary
Cc1cc2c(cc3c(=S)[nH]ncn32)o1	1.6	4	0.1	13
COc1ccc(-c2noc(CCC(=O)Nc3ccccc3C(F)(F)F)n2)cc1OC	2.9	8	0.0	7
COc1ccc(CN2CCN(Cc3ccccc3F)C(CCO)C2)cc1OC (stereo not given)	-1.4	-3	0.0	-8
CCOc1cc(C2NC(=O)NC(C)=C2C(=O)OC)cc(Br)c1O (stereo not given)	1.5	-15	0.2	-2
COc1ccc(C)cc1NC(=O)CSc1nnc(-c2ccc(Cl)cc2)n1N	-1.9	-3	0.2	5
CCN(CC)c1nc(Nc2ccc(N3CCOCC3)cc2)nc(Nc2ccc(C(F)(F)F)cc2)n1	-0.6	3	0.0	-5
CC(C)[C@H](NC(=O)c1ccc(Cl)cc1Cl)C(=O)NNC(=O)c1ccco1	-0.9	4	0.0	7
O=[N+]([O-])c1ccc(N/N=C/c2cc(Cl)ccc2O)cc1	-1.3	11	0.1	21
C[C@@H](Cn1nnc2ccccc21)NC(=O)CCn1nnc2ccccc21	1.9	11	0.3	13
COCCCNCCOc1cccc(Br)c1	2.9	2	0.1	24
COC(=O)c1ccc(COC(=O)c2cc(Cl)ccc2O)cc1	-0.5	-4	0.5	5
COC(CNS(=O)(=O)c1ccccc1)c1ccccc1 (stereo not given)	1.2	5	0.0	-7
CC(C)CN1C(=O)C(C)(C)COc2ccc(NC(=O)C(C)C)cc21	1.1	-7	-0.1	2
COc1ccccc1-n1c(SCC(=O)N2CCC(C)CC2)nc2c(sc(=S)n2-c2ccc(C)c(C)c2)c1=O	0.7	15	0.1	21
CCC1CCCCN1S(=O)(=O)c1ccc(F)c(C(=O)Nc2ccc(C(F)(F)F)cc2)c1 (stereo not given)	0.4	19	0.6	2
CCC1Oc2ccc(C)cc2N(CC(=O)NCc2cc(Br)ccc2OC)C1=O (stereo not given)	-0.8	1	0.1	6
CCC(C)NC(=O)CN(C)c1nnc(N2CCCC2=O)s1 (stereo not given)	-0.7	-15	0.0	0
Cc1ccc(N2C(=O)C3CCCCC3C2=O)cc1C (stereo not given)	-2.2	-8	0.0	2
Clc1c(Cl)c(C2=NOC(c3ccccc3)C2)c(Cl)c(Cl)c1C1=NOC(c2ccccc2)C1 (stereo not given)	-1.4	-2	0.2	-7
O=C(CSc1nnnn1-c1ccccc1)c1ccc(Br)cc1	0.0	7	-0.1	14
COc1cc(C2C(C#N)=C(N)OC3=C2C(=O)CC(c2ccccc2)C3)ccc1O (stereo not given)	0.8	6	0.0	-4
COc1ccc([N+](=O)[O-])cc1COc1ccc2ccc(=O)oc2c1	-0.1	3	-0.1	12
Cc1ccc(-n2nc3cc(C)c(NC(=S)NC(=O)c4cc5ccccc5o4)cc3n2)cc1	1.9	-12	0.0	5
COc1ccc(C2CC(c3cccs3)=NN2C(=O)CSc2nnc(CNC(=O)c3cccs3)n2-c2ccccc2)cc1 (stereo not given)	-0.4	9	0.0	7
Clc1ccccc1CSc1nnc2c(n1)-c1cccc3cccc-2c13	-1.0	3	0.6	0
O=c1cc(CN2CCOCC2)c2cc3c(cc2o1)CCCC3	-0.9	3	-0.2	2
COc1ccc(C(=O)OCCN(C2=NS(=O)(=O)c3ccccc32)c2ccccc2Cl)c(OC)c1	0.2	0	0.2	4
Cc1cc(=O)n(CC(=O)Nc2ccc(F)c(Cl)c2)cn1	1.1	-13	0.0	-11
COc1cccc(N2C(=O)NC(=O)/C(=C/c3cnc(SC)nc3)C2=O)c1	0.0	0	0.4	-6
COCCCNc1c([N+](=O)[O-])c(=O)n(-c2ccccc2)c2ccccc12	-0.9	-8	0.0	-11
N#C/C(=C/c1ccc2c(c1)OCCO2)c1ccc(F)cc1	0.1	5	0.0	-8
Cc1cc(N2CCN(C(=O)OC(C)(C)C)CC2)n2ncnc2n1	-2.8	13	0.4	15
CCOc1ccc(C(=O)C2CCN(CC(=O)Nc3nccs3)CC2)cc1	-0.8	-8	-0.1	-1
Cn1c(CC(=O)Nc2ccccc2)c(Sc2ccccc2)c2ccccc21	-0.4	-5	0.2	-1
CCOC(=O)c1ccc(-n2c(N)c(C(=O)OC)sc2=S)cc1	-0.8	2	0.1	8
CCc1nnc(NC(=O)c2sc3nc4c(C)cc(C)cc4cc3c2N)s1	-0.6	-1	0.0	-13
Cc1ccnc(Nc2ccc(N3CCN(C(=O)c4c(F)cccc4Cl)CC3)nn2)c1	0.1	4	-0.7	14
Cc1ccc(NC(=O)CC2OCC3CCCCN3C2=O)cc1 (stereo not given)	0.2	8	0.3	9
CCN1CCN(CCOc2c(OC)cccc2OC)CC1	0.9	1	0.0	82*
CC(=O)C1=C(O)C(=O)N(c2nc3ccccc3s2)C1c1ccccc1F (stereo not given)	0.9	-77	0.2	15

Limited to FBW7 act, for some of the entries so far:
| Compound | FBW7 act |
| --- | --- |
| NC(=O)c1ccccc1NC(=O)CSc1nc(-c2ccccc2)cc(=O)[nH]1 | -0.3 |
| CC(C)CCNC(=O)CN1CCN(Cc2ccc(F)cc2)C1=O | 0.0 |

Remaining list, next part.
SMILES	GPR151 activ	TEAD-YAP inh	FBW7 act	MITF primary
Cc1nc2sccn2c(=O)c1S(=O)(=O)Nc1ccc2c(c1)OCCO2	-2.4	-1	0.9	9
COc1ccc(CNC(=O)c2cncc(Br)c2)cc1	-1.4	-1	0.3	21
COC(=O)c1nnn(CC(=O)Nc2ccc(C)c(C)c2)c1C(=O)OC	0.2	-2	0.2	5
Cn1c(SCC(=O)Nc2ccc(F)cc2)nc2cccnc21	0.7	-3	0.1	3
O=C(NCC1CCCN(CCCn2cccn2)C1)c1cc2ccccc2[nH]1 (stereo not given)	0.2	-1	0.1	5
O=C(Nc1cccc2ccccc12)C1CCCN(C(=O)NCc2ccccc2)C1 (stereo not given)	-1.2	0	0.0	5
O=C(NCc1cccs1)c1cc(C2CC2)on1	-1.7	-29	0.1	-1
O=C(CNC(=O)c1cccc(F)c1)N/N=C/c1ccccc1O	-0.5	2	0.0	18
CC(C)CCNC(=O)c1ccc(N(Cc2ccccc2Cl)S(C)(=O)=O)cc1	7.9*	-2	0.2	24
CCOC(=O)CC1NC(=O)c2ccccc21 (stereo not given)	0.7	-10	-0.1	2
Cc1ccc2nc(C)cc(NCc3ccco3)c2c1	-0.2	16	0.0	-4
CCCNc1cc(C)nc(Nc2ccccn2)n1	-0.9	-32	0.0	13
CC(=O)N1CN(CCCn2ccnc2)Cc2c1sc1c2CCCC1	-1.3	-3	0.0	3
CN1CCN(c2ccc(-c3cc(C(=O)NCCO)ccn3)cc2)CC1	3.5	-7	0.1	-1
CC1(C)CC(CCN)(Cc2ccccc2)CCO1 (stereo not given)	-0.8	15	0.6	2

Structures listed so far that have an NH in an aromatic ring (5):
SMILES	GPR151 activ	TEAD-YAP inh	FBW7 act	MITF primary
COc1cc2[nH]cc(C(=O)c3ccc(C)cc3)c(=O)c2cc1OC	0.5	-2	0.2	-2
COC(=O)c1c(C)[nH]c(C(=O)OCC(=O)NC(C)(C)C)c1C	1.1	-6	0.0	-6
NC(=O)c1ccccc1NC(=O)CSc1nc(-c2ccccc2)cc(=O)[nH]1	-0.2	3	-0.3	-4
Cc1cc2c(cc3c(=S)[nH]ncn32)o1	1.6	4	0.1	13
O=C(NCC1CCCN(CCCn2cccn2)C1)c1cc2ccccc2[nH]1 (stereo not given)	0.2	-1	0.1	5

Compound activity: PubChem, The Scripps Research Institute Molecular Screening Center
